KOR beta-arrestin-1: KOR agonists, beta-arrestin recruitment, primary screen, cell-based, luminescence, uHTS (AID 1777); Kappa-type opioid receptor (Homo sapiens); KOR beta-arrestin recruitment, luminescence; higher % means a stronger effect; activation, % at 10 µM; hits with a dose series show EC50 in µM; 280,000 compounds, 0.02% hits; in the data active = activation above about 50%, passing the limit was not always enough; note: a part of the inactive calls stands beside numbers as strong as those of hits
SIAH1 antagonists: Siah-1 peptide-binding antagonists, primary screen, biochemical, fluorescence polarization, rhodamine-plectin, uHTS (AID 1817); Siah-1 / rhodamine-plectin peptide fluorescence polarization; higher % means a stronger effect; one-dose displacement, % at 20 µM; IC50 in µM for titrated hits; 290,000 compounds, 0.02% hits;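 active = displacement of at least 50% at 20 µM, with a fluorescence ratio check between 0.3 and a set limit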;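 note: plate controls were Siah plus tracer with DMSO for no effect and tracer alone without Siah for full effect; strong numbers were not always called active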
NOD1 NF-kB reporter: NOD1 signaling inhibitors, primary screen, cell-based, luminescence, uHTS (AID 1578) | one-dose inhibition, % at 4 µM; EC50 in µM for titrated hits | 290,000 compounds, 1% hits | NOD1-driven NF-kB luciferase reporter cells, luminescence; higher % means a stronger effect; in the data active = inhibition mostly above about 36%, no sharp cut-off; inactive = mostly below about 34%;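 note: HEK-293T reporter cells stimulated with the NOD1 agonist gamma-tri-DAP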
HIV peptide binding: inhibitors of HIV fusion peptide binding, primary screen, biochemical, uHTS, fluorescence dequenching (AID 1986); inhibition, % at 20 µM, or IC50 in µM where a hit was titrated; cell-free peptide binding, fluorescence dequenching, 30 min; higher % means a stronger effect; 290,000 compounds, 0.3% hits; in the data active = inhibition mostly above about 52%, no sharp cut-off; inactive = mostly below about 76%; note: some results filed as inactive read as strong as hits
KOR beta-arrestin-2: KOR antagonists, beta-arrestin recruitment, cell-based, luminescence, uHTS (AID 1778). Kappa-type opioid receptor (Homo sapiens). one-dose inhibition, % at 10 µM; IC50 in µM for titrated hits. KOR beta-arrestin recruitment, luminescence, antagonist mode; higher % means a stronger effect. 290,000 compounds, 0.091% hits; in the data active = inhibition above about 50%; note: strong numbers were not always called active
GPR55 activation: GPR55 agonists via beta-arrestin recruitment, primary screen, imaging, U2OS cells, beta-arrestin-GFP redistribution (AID 1961) | G-protein coupled receptor 55 (Homo sapiens) | U2OS GPR55 beta-arrestin-GFP redistribution imaging; higher % means a stronger effect | activation, % at 10 µM, or EC50 in µM where a hit was titrated | 290,000 compounds, 0.048% hits;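 active = activation above 40% with more than 50 cells counted in the well; inconclusive = wells holding fewer than 50 cells, flagged as toxic or sparse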;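 note: U2OS osteosarcoma cells stably expressing GPR55 and beta-arrestin-GFP; plate controls were DMSO negative control for no effect and LPI positive control for full effect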
GPR55 LPI antagonism: GPR55 antagonists blocking LPI-driven arrestin recruitment, primary screen, imaging, U2OS, beta-arrestin-GFP, LPI agonist (AID 2013); 290,000 compounds, 0.13% hits; one-dose inhibition, % at 10 µM; IC50 in µM for titrated hits; U2OS GPR55 beta-arrestin-GFP translocation imaging, LPI antagonism; higher % means a stronger effect;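 active = spots per cell inhibited over 60%, with over 100 cells counted and total cytoplasm intensity under 500,000; inconclusive = wells with under 100 cells, flagged as likely toxic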;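 note: U2OS cells stably carrying GPR55 and arrestin-GFP stimulated by 5 µM LPI near EC80; imaged beta-arrestin-GFP aggregate spots per cell after agonist stimulation; plate controls were LPI-stimulated DMSO wells for no effect and DMSO wells without LPI for full effect; some results filed as inactive read as strong as hits; confirmed hits need IC50 under 10 µM and bright autofluorescent wells are also inconclusive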
AID2073: inhibitors of Mint1-CaV2.2 protein interaction, biochemical, HTRF (AID 2073); 290,000 compounds, 0.19% hits; inhibition, % at 20 µM; hits with a dose series show IC50 in µM; HTRF protein-protein interaction, Mint1-CaV2.2; higher % means a stronger effect; Voltage-dependent N-type calcium channel subunit alpha-1B (Homo sapiens); in the data active = inhibition mostly above about 51%, no sharp cut-off; inconclusive = no clear call, values can overlap the other calls; inactive = mostly below about 53%; note: some results filed as inactive read as strong as hits
GPR35 arrestin U2OS: GPR35 antagonists blocking zaprinast-driven arrestin recruitment, primary screen, imaging, U2OS, beta-arrestin-GFP, zaprinast agonist (AID 2058). G-protein coupled receptor 35 (Homo sapiens). U2OS GPR35 beta-arrestin-GFP translocation imaging, zaprinast antagonism; higher % means a stronger effect. one-dose inhibition, % at 10 µM; IC50 in µM for titrated hits. 290,000 compounds, 0.052% hits;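 active = inhibition of at least 50% with at least 30 cells and total cytoplasm GFP at most 10,000,000; inconclusive = under 30 cells or total GFP of 10,000,000 plus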
* = called active by the depositor; u = inconclusive; x = no result given; [ ] = remark or other dose. An excerpt; the hit share may differ from the screen's.

SMILES | KOR beta-arrestin-1 | SIAH1 antagonists | NOD1 NF-kB reporter | HIV peptide binding | KOR beta-arrestin-2 | GPR55 activation | GPR55 LPI antagonism | AID2073 | GPR35 arrestin U2OS
CSc1ncc(Cl)c(C(=O)O)n1 | 3.5% | 1.2% | 3.0% | -2.2% | -7.6% | -0.1% | 4.9% | 1.7% | 1.5%
COc1ccc(C(=O)C2CCCN(Cc3cnc(C)s3)C2)c(OC)c1 (stereo not drawn) | x | -0.2% | -31.5% | 1.5% | -23.8%[20 µM] | 0.3% | 0.3% | 22.0% | 26.7%
CC1(C)OC(c2ccccc2)=C/C(=C/C=C2C(=O)NC(=S)NC2=O)O1 | 5.6% | 2.5% | -21.4% | 145.0% | -75.2% | -0.2% | -1.8% | 0.3% | 3.4%
CCc1ccc(CN2CCN(C(=O)Cc3ccccc3)CC2)cc1 | -6.3% | 8.7% | -29.2% | -2.3% | -15.5%[20 µM] | -0.1% | -5.5% | 3.0% | 11.0%
Cc1ccc(C2=NCC(=O)N(CC(=O)N3CCCCC3)c3sc(C)c(C)c32)cc1 | 13.4% | 1.6% | 4.6% | -0.9% | -20.0% | -0.1% | 5.0% | 24.1% | -5.9%
Cc1cc(OCC(=O)N2CCC(C(=O)O)(c3ccccc3)CC2)c2c(C)c(C)c(=O)oc2c1 | -2.6% | -5.5% | -17.0% | 60.7% | -4.9%[20 µM] | -0.2% | -0.6% | 35.2% | 5.8%
O=[N+]([O-])c1cc2c(cc1CNCCc1ccc3c(c1)OCO3)OCO2 | -0.8% | 2.4% | -35.7% | 17.0% | 8.8% | -0.3% | 8.9% | -14.8% | -1.8%
CCCCCn1c(=O)c(C(=O)Nc2ccccc2S(N)(=O)=O)c(O)c2ccccc21 | x | 20.9% | 6.17µM* | 7.5% | -76.2%[20 µM] | -0.1% | 20.1% | 40.7% | -5.9%
Oc1cccc(/C=N/NP(=S)(c2ccccc2)c2ccccc2)c1 | -3.1% | -0.1% | -0.8% | -0.5% | -17.7% | 0.3% | 25.2% | 2.3% | -11.7%
CC12CC[C@H]3[C@@H](CCC4(O)C[C@H](O)CCC34/C=N/NC(=O)c3ccccc3O)C1(O)CCC2C1=CC(=O)OC1 (stereo partly drawn) | 13.7% | -2.3% | 4.5% | -1.7% | -95.2% | 0.3% | -1.6% | 11.2% | 6.4%
Cc1cc2oc(=O)cc(-c3cc4ccccc4o3)c2cc1OC(=O)N(C)C | 0.9% | 6.7% | -19.0% | -0.3% | -39.9% | -0.2% | 13.8% | 18.9% | -19.1%
CCCCP(=O)(O)CCC(=O)O | -1.5% | 16.8% | -13.7% | 0.9% | 21.2% | 0.0% | 21.6% | -4.7% | -3.6%
CC12CN3CC(C)(CN(C1)P3(=O)Oc1ccccc1)C2=O (stereo not drawn) | -2.8% | 0.7% | -11.1% | -1.3% | -26.6% | 0.9% | 0.0% | 0.8% | -8.3%
CCOc1cc(/C=C2/C(=O)NC(=O)N(c3ccc(CC)cc3)C2=O)ccc1OC(=O)c1cccs1 | 9.7% | 2.0% | 7.7% | 19.3% | 9.3% | 0.6% | 3.6% | 6.3% | -0.7%
CCc1ccc(NC(=O)C(C)OC(=O)c2c(C)nn(Cc3ccccc3)c2Cl)cc1 (stereo not drawn) | 0.0% | 6.2% | 2.8% | 2.7% | 15.9% | -0.1% | -1.4% | 7.2% | -7.3%
CC[N+]1(C)CCCC(OC(=O)C(O)(c2ccccc2)c2ccccc2)C1 (stereo not drawn) | -5.0% | -1.0% | -20.1% | 1.6% | 4.2% | 0.2% | 4.7% | u | -16.9%
CC(=O)OC1N=C(c2ccccc2)c2cc(Br)ccc2N(C)C1=O (stereo not drawn) | -1.5% | -2.4% | 15.9% | 1.5% | -22.7% | -0.1% | -0.8% | 15.8% | 7.4%
COc1ccc(N2C(=O)NC(=O)/C(=C/c3ccc([N+](=O)[O-])s3)C2=O)cc1 | x | 12.6% | -2.2% | 35.4% | 5.1% | -0.2% | -3.1% | 17.0% | 3.7%
O=C1CC(=O)N(c2cccc(Br)c2)C(=O)N1 | -4.3% | 9.0% | -2.1% | 13.0% | 10.7% | 1.8% | 11.6% | 3.7% | 12.7%
Cc1ccc2nc(C)n(-c3ccc(F)cc3)c(=O)c2c1 | -0.4% | -1.8% | -16.6% | 1.7% | 1.7% | 0.1% | -2.9% | -3.4% | 8.8%
CCN(CC)CCOC(=O)c1ccc(N=Cc2c(O)[nH]c(=O)[nH]c2=O)cc1 | 2.1% | 0.4% | -27.4% | 1.1% | -15.7% | 0.0% | 10.8% | 6.4% | 2.7%
Cc1ccc2c(c1)CC1(CN2C)C(=O)NC(=O)N(c2cccc(C)c2C)C1=O (stereo not drawn) | 0.9% | 7.3% | 7.9% | 0.6% | -3.8% | -0.1% | 4.3% | 6.1% | -1.3%
COc1ccc(NC(=O)C2C3CCC(O3)C2C(=O)O)c(OC)c1 (stereo not drawn) | -5.8% | 1.1% | -20.6% | -0.1% | 6.3% | 0.5% | 7.7% | -7.1% | -6.3%
COc1cccc(OC)c1C(=O)NC(=S)N1C[C@H]2C[C@H](C1)c1cccc(=O)n1C2 | -6.5% | 5.4% | -4.0% | -1.5% | -42.1%[20 µM] | -0.1% | 10.5% | -11.9% | -1.9%
Nc1cc(N2CCNCC2)ccc1[N+](=O)[O-] | 8.0% | -2.9% | -27.7% | -1.8% | -25.1% | -0.2% | -1.7% | -21.7% | 8.9%
N#Cc1c(Cl)nc(Cl)c2c1CCN(Cc1ccccc1)C2 | 12.0% | -1.0% | -1.1% | 14.2% | 8.7% | 1.2% | 11.6% | 21.7% | 23.7%
CC1(C)CN=C(Nc2ccccc2C(F)(F)F)S1 | -0.9% | -1.0% | 16.7% | -1.8% | 20.6% | -0.1% | 10.5% | -4.4% | -11.0%
CN1CCC(=O)N(CCN=[N+]=[N-])CC1 | -2.3% | 1.7% | -14.6% | 1.6% | -36.0%[20 µM] | 0.6% | -11.5% | -2.6% | 2.9%
O=C1CN(O)C(c2ccccc2)=c2cc(Br)ccc2=N1 | -4.4% | -3.9% | -21.3% | -1.4% | -10.7%[20 µM] | -0.2% | 5.5% | 1.0% | -6.3%
COP(=O)(OC)C(NC(=O)C(C)(C)C)=C(Cl)Cl | -1.0% | -1.6% | 6.2% | 0.3% | -9.0% | 0.0% | 6.2% | 35.7% | -11.4%
NC(=S)c1cn(C2OC(CO)C(O)C2O)c2ncnc(N)c12 (stereo not drawn) | 0.8% | -0.2% | 103.8%* | 0.4% | 28.7% | -0.2% | 21.2% | -52.6% | 5.4%
COc1ccc(Br)cc1CNCCc1cccc(Cl)c1 | 3.1% | 1.2% | -21.7% | -1.5% | 8.6% | -0.2% | 27.7% | 27.5% | 4.8%
Cc1cccc(-n2c(-c3ccccc3)nc3ccccc3c2=O)n1 | -7.2% | -0.1% | -17.7% | -1.3% | 8.7%[20 µM] | 0.0% | 8.8% | -0.6% | 9.8%
CN(C)CCN=Cc1c(O)n(Cc2ccco2)c(=O)[nH]c1=O | 7.4% | -4.0% | -13.9% | -0.7% | -47.7% | -0.1% | 0.5% | -6.0% | 2.1%
Cc1nn(Cc2ccccc2)c(C)c1C(=O)OCC(=O)NC1CCS(=O)(=O)C1 (stereo not drawn) | -2.8% | 2.7% | -12.0% | 0.4% | x | 0.1% | -2.0% | 1.6% | -2.6%
O=C(C1CCCN(S(=O)(=O)c2cccc3nsnc23)C1)N1CCC2(CC1)OCCO2 (stereo not drawn) | -0.4% | 0.4% | -9.3% | -1.1% | -9.8% | 0.2% | 3.2% | 6.5% | 3.5%
CC1(C)C2([N+](=O)[O-])CNCC1([N+](=O)[O-])CNC2 | -2.4% | -1.8% | -34.7% | -1.4% | -23.0% | 0.0% | 2.1% | 2.3% | 6.2%
NC(Cc1ccccc1)c1nc2ccccc2[nH]1 (stereo not drawn) | -0.2% | 2.0% | -3.9% | 0.6% | 9.7% | 0.4% | 1.1% | 45.0% | 10.0%
Cc1nonc1-c1nc(-c2nonc2N)n[nH]1 | 23.9% | -0.2% | 0.1% | -0.3% | -11.2% | 0.2% | 2.2% | -3.5% | 16.7%
CCCCn1c(O)c(/C=N/N2CCOCC2)c(=O)[nH]c1=S | -0.2% | -2.0% | -2.6% | -1.0% | 38.8% | 0.0% | 9.2% | -23.0% | -0.8%
OC1(c2ccc(F)cc2)CC2CCC(C1)N2Cc1nnnn1C1CCCCC1 (stereo not drawn) | -1.4% | 3.1% | -13.2% | 1.7% | 1.3% | 0.4% | 6.3% | -2.6% | 1.5%
COc1ccc(NC(C)=O)cc1S(=O)(=O)Nc1ccc(OCc2ccccc2)cc1 | 4.0% | -2.4% | 13.7µM* | -1.2% | -28.4% | -0.2% | -3.8% | 14.6% | -10.1%
CN1CCC(N(C)Cc2cccnc2)CC1 | -0.1% | 1.2% | -4.7% | 2.8% | -26.6% | 0.1% | -6.0% | 0.8% | 2.3%
O=C(/C=C/c1cccs1)Nc1sc2c(c1C(=O)O)CCCC2 | 0.3% | 4.7% | 8.28µM* | 20.2% | -30.2% | -0.4% | 2.7% | 5.4% | 11.7%
CN(C)C1(CNC(=O)c2ccc(Cl)c(S(=O)(=O)NCc3ccco3)c2)CCCCC1 | -4.4% | -3.4% | -0.2% | -0.8% | 9.4% | 0.0% | -4.8% | 2.7% | 3.7%
CCCCCn1c(=O)c(C(=O)NCc2ccccc2)c(O)c2ccccc21 | 6.4% | 8.1% | -0.4% | -0.9% | -6.8% | 0.0% | -4.0% | 2.7% | 20.9%
N#Cc1cc2c(nc1SCC(=O)Nc1cc(Cl)cc(Cl)c1)C1CCN2CC1 | -4.9% | -1.8% | 26.6% | -1.7% | -6.1% | -0.2% | -5.2% | 24.3% | 2.4%

Complete entries, quoted from the list. Screens in order: KOR beta-arrestin-1	SIAH1 antagonists	NOD1 NF-kB reporter	HIV peptide binding	KOR beta-arrestin-2	GPR55 activation	GPR55 LPI antagonism	AID2073	GPR35 arrestin U2OS
`CN1CCC(N(C)Cc2cccnc2)CC1` reads -0.1%	1.2%	-4.7%	2.8%	-26.6%	0.1%	-6.0%	0.8%	2.3%
`COc1ccc(Br)cc1CNCCc1cccc(Cl)c1` reads 3.1%	1.2%	-21.7%	-1.5%	8.6%	-0.2%	27.7%	27.5%	4.8%
